Source: PubChem BioAssay
D1 antag: Antagonist of Human D 1 Dopamine Receptor: qHTS; D(1A) dopamine receptor (Homo sapiens), P21728; AID 504652, 2011; HEK293 TREx D1 cells, calcium flux, dopamine EC80; hits give low values; activity change, negative = inhibition, % at 10 µM; 360,000 compounds, 3.2% hits; in the data active = activity change below about -30%; also: % is scaled to controls: 0 for no effect and ±100 for the full control effect
Target sequence (P21728 whole entry, looked up): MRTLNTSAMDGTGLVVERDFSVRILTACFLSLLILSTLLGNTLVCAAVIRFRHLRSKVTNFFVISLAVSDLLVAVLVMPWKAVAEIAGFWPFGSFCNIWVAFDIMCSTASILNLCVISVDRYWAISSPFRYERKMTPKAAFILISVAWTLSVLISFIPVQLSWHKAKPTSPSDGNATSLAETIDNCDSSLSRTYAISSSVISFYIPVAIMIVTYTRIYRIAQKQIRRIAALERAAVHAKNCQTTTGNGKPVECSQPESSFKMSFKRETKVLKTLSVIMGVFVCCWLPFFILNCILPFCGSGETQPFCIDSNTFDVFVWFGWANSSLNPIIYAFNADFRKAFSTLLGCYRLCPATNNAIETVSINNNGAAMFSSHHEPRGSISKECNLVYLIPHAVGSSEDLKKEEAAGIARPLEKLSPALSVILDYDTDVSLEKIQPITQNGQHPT
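Kinetic fluorescence of a calcium dye serves as the read-out. D1-expressing Hek293 Trex cells, induced overnight at 30 C, are exposed to compound for 180 s before an EC80 dopamine addition, then read 180 s further.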
D2 PAM: HTS Assay for Positive Allosteric Modulators of the Human D2 Dopamine Receptor: Primary Screen for Potentiators. potentiation, % at 10 µM. AID 485347, 2010. HEK293 T-REx D2, calcium flux, EC20 dopamine potentiation. D(2) dopamine receptor (Homo sapiens), P14416. 340,000 compounds, 0.34% hits;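 active = potentiation over 3 SD above the plate norm, cut at about 30% in these data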; also: 0% is about no effect
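Potentiation of an EC20 dopamine calcium response is measured in a force-coupled, tetracycline-inducible Hek293 Trex D2 line. Compound-only kinetic reads over 180 s flag agonists before dopamine addition.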
D1 potentiator: Potentiators of Human D1 Dopamine Receptor: qHTS; HEK293 TREx D1 cells, calcium flux, dopamine EC20 potentiation; potentiation, % at 10 µM; 360,000 compounds, 0.036% hits; D(1A) dopamine receptor (Homo sapiens), P21728; in the data active = potentiation above about 30%; also: 0% is about no effect
D1 ag: Allosteric Agonists of the Human D1 Dopamine Receptor: qHTS. HEK293 T-REx D1 cells, calcium flux, agonist mode. AID 504660, 2011. activation, % at 2 µM. 360,000 compounds, 1% hits. D(1A) dopamine receptor (Homo sapiens), P21728; also: 0% is about no effect
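Inducible HEK293 T-REx D1 cells, force-coupled to calcium signalling, were plated at 4000 cells/well with tetracycline and held overnight at 30 C. After no-wash calcium dye loading, compound-evoked calcium rise over 180 s flagged agonists.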
RXFP1 antagonist: qHTS Assay for Antagonists of the Relaxin Receptor RXFP1; HEK293-RXFP1, relaxin-stimulated cAMP HTRF, 30 min; hits give low values; activity change, negative = inhibition, % at 57.5 µM; 350,000 compounds, 0.59% hits;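 active = activity change of -60% or lower, but not beyond a set lower limit; inconclusive = change between -60% and -40%, or beyond the set limit; inactive = change above -40%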; also: % is scaled to controls: 0 for no effect and ±100 for the full control effect
TRHR PAM: qHTS for Small Molecule Agonists and Allosteric Enhancers of Human TRH Receptor: Primary Screen for Enhancers; Thyrotropin-releasing hormone receptor (Homo sapiens), P34981; TRHR cells, fluo-8 calcium fluorescence, EC20 TRH enhancement; enhancement, % at 2 µM; 360,000 compounds, 0.66% hits; in the data active = enhancement above about 30%; also: 0% is about no effect
Target sequence (P34981 whole entry, looked up): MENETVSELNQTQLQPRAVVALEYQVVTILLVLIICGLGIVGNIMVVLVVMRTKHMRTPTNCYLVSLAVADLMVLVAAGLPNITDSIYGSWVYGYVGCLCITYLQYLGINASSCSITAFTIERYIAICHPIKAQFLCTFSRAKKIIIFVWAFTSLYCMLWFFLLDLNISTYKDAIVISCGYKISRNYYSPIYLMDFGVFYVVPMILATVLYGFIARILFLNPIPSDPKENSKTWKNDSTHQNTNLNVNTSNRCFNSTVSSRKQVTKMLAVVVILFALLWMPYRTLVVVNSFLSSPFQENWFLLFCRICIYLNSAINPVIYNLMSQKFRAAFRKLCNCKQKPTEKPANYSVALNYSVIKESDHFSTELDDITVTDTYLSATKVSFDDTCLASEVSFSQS
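Enhancer read-out: after compound pinning and an initial kinetic agonist-mode read, an EC20 of TRH (10 nM final) was injected and fluo-8 calcium signal (Ex 480/Em 530) followed at 1 s/cycle for 100 cycles in TRHR-expressing cells.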
D2 ag: HTS Assay for Allosteric Agonists of the Human D2 Dopamine Receptor: Primary Screen for Agonists; D(2) dopamine receptor (Homo sapiens), P14416; HEK293 T-REx D2 cells, calcium flux agonist mode; activation, % at 2 µM; 340,000 compounds, 0.53% hits; AID 485358, 2010;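 active = activation over 3 SD above normal in the single-dose calcium agonist read, cut at about 30% in these data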; also: 0% is about no effect
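Calcium-flux readout, 1 cycle/sec over 180 s following compound pin transfer, in inducible HEK293 Trex D2 cells (force-coupled); dopamine controls included. Positive calcium responses during this window marked compounds as potential agonists.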
D2 antagonist: HTS Assay for Allosteric Antagonists of the Human D2 Dopamine Receptor: Primary Screen for Antagonists; 340,000 compounds, 2% hits; HEK293 TREx D2 cells, calcium flux, dopamine EC80; inhibition, % at 10 µM; D(2) dopamine receptor (Homo sapiens), P14416; in the data active = inhibition above about 30%; also: 0% is about no effect
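Tetracycline-induced HEK293 TREx cells expressing D2 receptor forced-coupled to calcium signalling, loaded with no-wash calcium dye. Compounds added and calcium flux read 180 s, then dopamine added at EC80 and read a further 180 s.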
TRHR agonist: qHTS for Small Molecule Agonists and Allosteric Enhancers of Human TRH Receptor: Primary Screen for Agonists. AID 493084, 2011. Thyrotropin-releasing hormone receptor (Homo sapiens), P34981. 360,000 compounds, 0.18% hits. TRHR cells, calcium flux fluo-8, FDSS agonist mode. activation, % at 2 µM; also: 0% is about no effect
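In this calcium-flux screen, cells bearing human TRHR are dye-loaded with fluo-8, baselined for 10 cycles, then exposed to library compounds; positive kinetic calcium responses during the agonist phase mark hits, with TRH as control.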
An asterisk follows results filed as active; u = inconclusive; x = no result given; & = joins results of further samples. Rule as the data show it, unless noted: active = activation above about 30%; inactive = the rest.

SMILES	D1 antag	D2 PAM	D1 potentiator	D1 ag	RXFP1 antagonist	TRHR PAM	D2 ag	D2 antagonist	TRHR agonist
COc1cc(C(=O)Nc2ccc3c(c2)nc(C)n3C)cc(OC)c1OC	-5	x	2	-2	-10	7	x	x	0.0
O=C(O)CNC(=O)c1ccc(NC(=O)/C(=C/c2cccc([N+](=O)[O-])c2)NC(=O)c2ccco2)cc1	1	-23	-2	2	1	3	47*	16	0.3
O=C(COc1cccc2cccnc12)Nc1cccc(S(=O)(=O)N2CCCC2)c1	18	-10	-3	1	-6	-4	-0.1	27	-0.6
CN(C(=O)Cc1c(C(=O)O)n(C)c2ccccc12)c1ccc(Cl)cc1	-3	7	0	-1	8	6	-1.9	-26	0.3
CCOc1cccc(CNCCNC(=O)c2nonc2N)c1	4&6	-7&-11	-4&5	3&4	3	2&1	0.2&0.6	-9	0.4&-0.3
O=S(=O)(c1ccc2c(c1)CCN2)N1CCOCC1	-19	14	-3	1	-7	5	0.0	-23	-0.2
O=C(CCN1C(=O)C2C3C=CC(C3)C2C1=O)Oc1ccc2ccccc2c1 (stereo not drawn)	3	1	-5	6	-6	-2	0.0	-1	-0.4
O=C(CCc1ccccc1)Nc1ccccc1C(=O)N1CCOCC1	9	-6	-4	3	4	-3	-0.8	5	1.1
Cc1ccc(-n2cc(-c3ccccc3)c3c(NC4CCCC4)ncnc32)cc1	34	4	2	0	-17	-2	0.4	x	0.1
Cc1nc2sc(C(=O)c3ccccc3)c(N)c2c(C)c1C	3	3	-3	0	-7	-15	-1.8	9	-1.1
O=C(O)CC1(CC(=O)NCc2ccc(Cl)cc2)CCCCC1	5	9	-2	3	0	3	-0.1	-17	0.0
COc1ccc(Cc2nnc3c4cnn(C)c4ncn23)cc1	0	-7	6	2	-11	-1	-0.9	-18	0.7
CC(C)N(Cc1ccccc1)C(=S)Nc1ccc(OC(F)F)cc1	-5	9	-2	16	-5	-4	-0.2	7	0.0
O=C1c2ccccc2C(=O)N1CCc1nc(-c2ccc(Cl)cc2)no1	-30	-4	-8	4	-12	-8	-0.1	-5	-0.2
Cc1ccc(S(=O)(=O)CCC(=O)OCC(=O)c2c(C)[nH]c3ccccc23)cc1	-2	-6	-3	0	-9	2	-1.9	-3	-1.5
COc1cc(-c2nnc(SCC(=O)Nc3cccc(C#N)c3)o2)cc(OC)c1OC	-5	7	3	6	-9	-3	-0.8	x	-1.0
COc1ccc(S(=O)(=O)NC(CC(=O)NCCc2ccc(OC)c(OC)c2)C(C)C)cc1 (stereo not drawn)	-5	-1	3	0	2	1	-0.2	-3	-0.2
Cc1oc(-c2cccc(Cl)c2)nc1CSc1nnc(C)n2c1cc1occc12	3	-3	-4	0	-8	4	0.5	x	0.5
CCc1ccc(NC(=O)CSCc2ccc(C(=O)O)cc2)cc1	-10	-1	-2	2	5	-2	1.4	4	-0.3
Oc1ccccc1C(=S)N1CCN(C(=S)c2ccccc2O)CC1	-27	3	-2	5	8	2	0.1	-16	-1.6
O=C(CSc1nnc(Cc2cc(=O)[nH]c(=O)[nH]2)n1-c1ccc(Cl)cc1)NC1CCCC1	8	1	0	1	-5	-3	0.5	-7	1.0
Cc1ccccc1C(=O)NNC(=O)/C=C/c1ccccc1	9	19	0	5	-4	1	0.7	9	0.4
Cn1c(=O)c(=O)n(C)c2cc(N3CCOCC3)c(NS(=O)(=O)c3ccc(Cl)cc3)cc21	9	3	-6	0	x	-3	x	x	0.0
CCOc1ccc(NC(=O)c2nc(S(=O)(=O)Cc3ccccc3F)ncc2Cl)cc1	-29	-4	-4	1	u	-8	0.6	x	-2.3
Cc1c(NC(=O)CN2CCN(c3ccc(F)cc3)CC2)c(=O)n(-c2ccccc2)n1C	5	7	-3	0	-17	-1	0.3	12	-0.2
CCOC(=O)c1cc(C(C)C)sc1NC(=O)COC(=O)c1nccnc1N	-1	13	5	6	-4	2	-0.4	1	-0.3
Cc1onc(-c2ccccc2)c1C(=O)N(Cc1ccccn1)Cc1ccccn1	7	-1	-4	2	7	3	0.6	-20	0.2
COc1ccc(CC(=O)N(CC2CCCO2)c2nc3ccccc3s2)cc1 (stereo not drawn)	-3	-2	-2	0	-14	0	-0.6	8	0.5
CC(C)=N/N=C1/NC(=O)C(Cc2ccccc2)S1 (stereo not drawn)	4	1	-4	2	-7	0	-1.1	-3	-0.5
Cc1nnc(NC(=O)CSc2nnc(Cc3cccn3C)n2C)s1	-37*	9	11	2	1	10	-0.8	-20	-0.5
CCOC(=O)c1cnn2c1[nH]c(=O)c1ccccc12	7	10	0	0	4	4	0.2	0	0.2
COC(=O)Nc1ccc2c(c1)Nc1ccccc1CC2	-5	x	-13	3	-4	11	x	x	-0.3
COc1ccc(NC2=C(c3ccc(C(F)(F)F)cc3)C(=O)c3ccccc32)cc1	1	7	1	2	-14	0	0.5	x	0.7
CCOc1ccccc1/C=N/NC(=O)CNC(=O)c1cccs1	-7	-3	0	3	8	11	-0.4	-1	-0.1
Cc1ccccc1NC(=O)C1CCCN(S(=O)(=O)c2ccc(-n3cnnn3)cc2)C1 (stereo not drawn)	1	x	2	-1	-15	16	3.6	-8	-0.7
Oc1ccc(Nc2nc(-c3ccccc3O)nc3ccccc23)cc1	-6	1	-6	2	-17	3	-0.1	-9	0.5
COc1ccc(CCn2cnc3c([nH]c4ccccc43)c2=O)cc1	15	-2	-3	1	3	2	-2.0	3	-0.2
CC(=O)c1cccc(NC2c3ccccc3C(=O)N2Cc2ccco2)c1 (stereo not drawn)	5	14	-1	3	7	-4	-0.5	5	-0.3
COc1cccc(NC(=O)CN2C(=O)NC3(CCCC3)C2=O)c1	-2	-9	4	3	4	1	1.2	4	0.2
COc1ccc2c(CNCc3cccs3)c(C(=O)O)n(Cc3ccccc3)c2c1	5	-24	11	0	x	-2	0.2	x	0.0

Molecules from the list above containing a thiophene ring, fused or not, in the order listed:
SMILES	D1 antag	D2 PAM	D1 potentiator	D1 ag	RXFP1 antagonist	TRHR PAM	D2 ag	D2 antagonist	TRHR agonist
Cc1nc2sc(C(=O)c3ccccc3)c(N)c2c(C)c1C	3	3	-3	0	-7	-15	-1.8	9	-1.1
CCOC(=O)c1cc(C(C)C)sc1NC(=O)COC(=O)c1nccnc1N	-1	13	5	6	-4	2	-0.4	1	-0.3
CCOc1ccccc1/C=N/NC(=O)CNC(=O)c1cccs1	-7	-3	0	3	8	11	-0.4	-1	-0.1
COc1ccc2c(CNCc3cccs3)c(C(=O)O)n(Cc3ccccc3)c2c1	5	-24	11	0	x	-2	0.2	x	0.0

The results go on.
SMILES	D1 antag	D2 PAM	D1 potentiator	D1 ag	RXFP1 antagonist	TRHR PAM	D2 ag	D2 antagonist	TRHR agonist
CCC1=C(OC(=O)N(CC)CC)N2C(=O)OC(=NCc3ccccc3)[C@]2(C)[C@H]2C1=CC[C@H]1C(=O)NC(=O)[C@H]12	9	-8	-1	1	x	-11	-0.5	-2	-0.4
Cc1cc(C)c2ccc(Cl)cc2n1	10	4	-1	2	-5	-3	0.8	-22	0.2
C/C(=N/NS(=O)(=O)c1ccc(Br)cc1)c1c[nH]c2ccccc12	-1	3	-7	0	0	-10	0.4	9	0.0
COc1ccc(S(=O)(=O)NCCc2sc3nc(-c4ccc(C)cc4)nn3c2C)cc1F	x	7	-2	11	-19	-6	-0.2	x	0.3
COc1ccc(CCNC(=O)CSc2ncnc3c2oc2ccccc23)cc1OC	4	13	-1	10	2	21	0.7	12	0.7
CSCCC(NC(=O)c1ccc(Cl)cc1Cl)C(=O)NNC(=O)c1ccncc1 (stereo not drawn)	4	5	1	0	2	17	0.1	-6	0.4
COc1ccc(CNC(=O)CCc2c(C)nn(-c3ccc(N4CCCC4)nn3)c2C)cc1	8	6	-5	0	8	-7	-0.8	x	0.0
CC(C)Cc1nc(SCC(=O)N2CCOCC2)c2c(=O)n(C)c(=O)n(C)c2n1	-15	13	10	4	5	0	0.3	9	0.2
COc1ccc(N2CCN(Cc3nc(N)nc(Nc4ccccc4OC)n3)CC2)cc1	-5	9	-3	3	-5	11	-0.2	8	-0.7
CCC(C)Nc1nc2c(c(=O)[nH]c(=O)n2C)n1Cc1ccc(F)cc1 (stereo not drawn)	16	17	2	-2	-6	0	2.0	x	-1.1
CCCCSc1nc(C)cc(NC(=S)Nc2ccc(OC)cc2)n1	-8	-3	1	1	-1	4	1.0	-10	0.7
COC(=O)c1cc(Cc2ccc(N)c(C(=O)OC)c2)ccc1N	-22	5	-5	3	-1	-1	-0.3	9	-0.4
COc1ccc(S(=O)(=O)Cc2ccc(C(=O)NC(C)C)o2)cc1	-19	x	-4	1	-2	3	x	x	-0.4

Structural class: the entries above containing an NH in an aromatic ring
SMILES	D1 antag	D2 PAM	D1 potentiator	D1 ag	RXFP1 antagonist	TRHR PAM	D2 ag	D2 antagonist	TRHR agonist
Cc1ccc(S(=O)(=O)CCC(=O)OCC(=O)c2c(C)[nH]c3ccccc23)cc1	-2	-6	-3	0	-9	2	-1.9	-3	-1.5
O=C(CSc1nnc(Cc2cc(=O)[nH]c(=O)[nH]2)n1-c1ccc(Cl)cc1)NC1CCCC1	8	1	0	1	-5	-3	0.5	-7	1.0
CCOC(=O)c1cnn2c1[nH]c(=O)c1ccccc12	7	10	0	0	4	4	0.2	0	0.2
COc1ccc(CCn2cnc3c([nH]c4ccccc43)c2=O)cc1	15	-2	-3	1	3	2	-2.0	3	-0.2
C/C(=N/NS(=O)(=O)c1ccc(Br)cc1)c1c[nH]c2ccccc12	-1	3	-7	0	0	-10	0.4	9	0.0
CCC(C)Nc1nc2c(c(=O)[nH]c(=O)n2C)n1Cc1ccc(F)cc1 (stereo not drawn)	16	17	2	-2	-6	0	2.0	x	-1.1
